# Tb PFK inh: blocks T. brucei phosphofructokinase. O15648. T. brucei PFK, ADP-Glo luminescence. Potency, µM (doses to about 57.5 µM), inactives show top-dose activity, negative = inhibition, most hits filed as inhibitors. actives 0.17% (n = 330,000);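 further: potency means the concentration at half of the fitted maximal effect; 0% = uninhibited 1x PFK enzyme wells and -100% = no-enzyme wells; nearly all actives have a fitted effect of over 60% in size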
#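 PFK 1.25 nM, F6P 0.5 mM, ATP 0.1 mM, 0.1 M TEA pH 8.0, 5 mM MgCl2, 0.01% Tween20, 0.1% BSA; 45 min RT. ADP-Glo readout. qHTS titration up to 57 uM; curves fitted, compounds curve-classed.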
# FBPA coupling cs: counter-screen for Giardia aldolase inhibitors: coupling enzyme system; coupling enzyme system counterscreen, AmpLite Red fluorescence; activity change, negative = inhibition, % at 58.2 µM, hits read low; actives 0.67% (n = 290,000); AID 2472; in the data active means activity change below about -30%; further: on the % scale 0 is the no-effect control and ±100 the full control effect
#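 Compounds tested against the coupling enzymes alone at 57.5 uM final; readout was AmpLite Red fluorescence (525/598 nm) after 20 min at RT.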
# Rab9 prom act: Rab9 promoter activation | Huh7 Rab9 promoter-luciferase reporter, luminescence, 24 h | Potency, µM (titrated, usually from 9.22 µM), inactives show at the top dose activation, negative = inhibition, hits mostly activators | AID 485297 | actives 2.8% (n = 320,000); further: potency means the concentration at half of the fitted maximal effect; % of control where 0% means no effect; nearly all actives have a fitted effect of over 60% in size
#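 Luciferase signal after 10 min detection reagent at ambient indicates Rab9 promoter upregulation; stably transfected Huh7 cells were treated 24 h with compound in DMSO at 37 °C, 5% CO2.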
# Gal4-VP16 FLuc: Gal4-VP16 reporter inhibition counter-screen | Drosophila S2 Gal4-VP16 UAS-luciferase, luminescence, 20 h | AID 2546 | Potency, µM (doses to about 53.6 µM), for inactives: top-dose activity, negative = inhibition, hits mostly inhibitors | actives 3.5% (n = 310,000);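 further: Gal4-VP16 expression switched on by copper sulfate through the metallothionein promoter; potency means the concentration at half of the fitted maximal effect; on the % scale 0 is the no-effect control and ±100 the full control effect; nearly all actives have a fitted effect of over 50% in size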
# ELG1 genotoxic: inducers of genotoxicity in HEK293T ELG1-luciferase cells | HEK293T ELG1-luciferase reporter, luminescence, 16 h | Potency, µM (series often up to 46 µM), without a hit: top-dose activity change, positive = activation, most hits filed as activators | actives 1.3% (n = 330,000) | AID 504466; further: potency means the concentration at half of the fitted maximal effect; % of control where 0% means no effect; nearly all actives have a fitted effect of over 60% in size
#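 HEK293T cells expressing luciferase-tagged ELG1 were exposed to compound or DMSO vehicle for 16 hr at 37 °C and 5% CO2. Luciferase activity was then measured with ONE-Glo after 30 min at room temperature.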
# uPA surface inh: cell surface uPA generation inhibition | Potency, µM (titrated, usually from 38.3 µM), without a hit: top-dose activity change, negative = inhibition, usual class: inhibitors | AID 540303 | actives 0.31% (n = 330,000) | cell surface uPA generation assay, qHTS; active means well fitted inhibition curve with a large enough effect; inconclusive means small, poorly fitted or top-dose-only effect; inactive means no such curve, though single readings can be large or run the other way; tested in mouse RAW 264.7 cells; further: potency means the concentration at half of the fitted maximal effect; on the % scale 0 is the no-effect control and ±100 the full control effect; nearly all actives have a fitted effect of over 55% in size
# Giardia kill: kills Giardia lamblia; Giardia lamblia trophozoite viability; activity change, % at 7.66 µM, hits read low; actives 0.15% (n = 340,000); AID 540267; in the data active means activity change below about -80%; inconclusive means between about -30% and that limit;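 further: parasites exposed to compound for two days anaerobically before the ATP read; on the % scale 0 is the no-effect control and ±100 the full control effect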
#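 ATP-content bioluminescence gauges trophozoite survival. Cells (100/well) receive compound and incubate anaerobically for 48 hrs at 37 deg C; detection reagent follows for 15-30 min at room temperature.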
# NPC1 promoter act: activators of NPC1 promoter; Huh7 NPC1 promoter luciferase reporter, 24 h; Potency, µM (highest dose often 9.22 µM), for inactives: top-dose activation, actives largely listed as activators; actives 2.4% (n = 320,000);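 further: potency means the concentration at half of the fitted maximal effect; % of control where 0% means no effect; nearly all actives have a fitted effect of over 60% in size; reporter is driven by a mutant NPC1 promoter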
#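 Huh7 cells stably carrying NPC1 promoter–luciferase, plated in Opti-MEM with 10% FBS for 2 h, were exposed to compound in DMSO for 24 h at 37 °C; luciferase reagent was added for 10 min and luminescence read.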
# KCNH2 3.1 inh: KCNH2 3.1 (human) potassium channel inhibition; U2OS KCNH2 3.1, thallium flux FluxOr; active compounds read low; activity change, % (tested at about 1.8 µM); AID 720553; actives 0.95% (n = 340,000);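 active means maximum activity change below -70%; inconclusive means maximum activity change from -70% to -50%; inactive means maximum activity change above -50%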;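 further: thallium influx rate constant from kinetic fluorescence after stimulation buffer; on the % scale 0 is the no-effect control and ±100 the full control effect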
#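 Thallium flux read-out: FluxOr dye with Red40 quencher in HBSS/HEPES, 45 min at RT. Rate constants from kinetic reads were normalized to positive and negative DMSO controls. Cells: U2OS virally expressing the 3.1 isoform.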
# RORgamma inh: inhibitors of mouse ROR gamma transcriptional activity; Drosophila S2 Gal4-RORgamma UAS-luciferase reporter, 20 h; Potency, µM (highest dose often 53.6 µM), for the others: at the highest dose activity change, negative = inhibition, usual class: inhibitors; actives 5.4% (n = 310,000); AID 2551; further: potency means the concentration at half of the fitted maximal effect; on the % scale 0 is the no-effect control and ±100 the full control effect; nearly all actives have a fitted effect of over 60% in size
# Target sequence (P51450 whole entry, looked up, the tested form may be a part): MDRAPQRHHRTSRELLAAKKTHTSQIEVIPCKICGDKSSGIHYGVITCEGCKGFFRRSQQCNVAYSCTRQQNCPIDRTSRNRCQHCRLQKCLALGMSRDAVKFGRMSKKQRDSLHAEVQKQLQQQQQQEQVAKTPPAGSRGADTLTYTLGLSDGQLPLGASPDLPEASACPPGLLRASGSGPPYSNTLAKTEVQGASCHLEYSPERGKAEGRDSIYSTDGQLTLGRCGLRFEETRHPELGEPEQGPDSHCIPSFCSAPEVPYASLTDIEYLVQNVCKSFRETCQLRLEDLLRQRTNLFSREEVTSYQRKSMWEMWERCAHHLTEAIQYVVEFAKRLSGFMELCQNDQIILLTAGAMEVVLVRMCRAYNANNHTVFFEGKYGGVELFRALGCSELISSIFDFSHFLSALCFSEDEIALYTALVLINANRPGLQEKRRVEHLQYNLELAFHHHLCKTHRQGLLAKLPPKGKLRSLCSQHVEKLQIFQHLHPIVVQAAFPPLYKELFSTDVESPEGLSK
#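 In this cell-based reporter format, copper sulfate (700 uM final) drives Gal4–ROR gamma fusion expression from a metallothionein promoter in Drosophila Schneider cells; compounds preincubated 1 hr, reporter read after 20 hr at ambient temperature.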
# FLuc counter: firefly luciferase modulation, counter-screen for miR-21 project. P08659. purified FLuc, Km substrates, luminescence inhibition. Potency, µM (series often up to 57.5 µM), for inactives: at the top dose activity change, negative = inhibition, usual class: inhibitors. actives 6.9% (n = 360,000). AID 588342;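 further: potency means the concentration at half of the fitted maximal effect; plate controls were vehicle for no effect and reference inhibitor for full effect; nearly all actives have a fitted effect of over 55% in size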
# Target sequence (P08659 whole entry, looked up): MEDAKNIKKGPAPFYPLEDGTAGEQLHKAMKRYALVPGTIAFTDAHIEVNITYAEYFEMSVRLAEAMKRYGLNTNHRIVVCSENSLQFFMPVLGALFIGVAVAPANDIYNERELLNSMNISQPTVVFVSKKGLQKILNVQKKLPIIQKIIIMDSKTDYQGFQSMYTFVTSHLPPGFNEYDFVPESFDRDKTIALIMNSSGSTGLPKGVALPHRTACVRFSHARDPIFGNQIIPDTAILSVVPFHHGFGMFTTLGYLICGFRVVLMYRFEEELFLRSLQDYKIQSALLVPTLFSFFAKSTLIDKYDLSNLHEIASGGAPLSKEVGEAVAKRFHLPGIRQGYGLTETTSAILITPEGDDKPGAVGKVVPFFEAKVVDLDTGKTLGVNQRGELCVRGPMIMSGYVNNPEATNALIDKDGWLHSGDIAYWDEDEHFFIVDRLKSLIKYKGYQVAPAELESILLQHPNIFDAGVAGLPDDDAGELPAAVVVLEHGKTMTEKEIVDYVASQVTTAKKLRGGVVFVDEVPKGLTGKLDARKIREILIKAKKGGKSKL
#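 Purified P. pyralis luciferase (10nM final) with 10uM D-luciferin and 10uM ATP (Km levels) in 50mM Tris acetate pH 7.5, 10mM Mg acetate, 0.01% Tween-20, 0.05% BSA; qHTS 6-point titration, ~60 µM downward; luminescence read.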
# The depositor's hits bear a star; ? = inconclusive; nt = not tested or not shown; & = joins results of further samples; [ ] = another dose, or the depositor's remark. Unless noted, the call rests on the fitted dose curve; in most records, active means well fitted curve in the direction sought with a large enough effect; inconclusive means small, poorly fitted or top-dose-only effect, or another doubt; inactive means no such curve, though single readings can be large; an effect the other way counts as inactive or inconclusive.
# Values run as follows: Rab9 prom act	RORgamma inh	Gal4-VP16 FLuc	KCNH2 3.1 inh	FLuc counter	Tb PFK inh	Giardia kill	NPC1 promoter act	FBPA coupling cs	uPA surface inh	ELG1 genotoxic
> Cc1nc(C)c(-c2ccc(SCc3cccc(F)c3)nn2)s1
→ 3%	1%	-6%	-94*	?	-4%	-9	13%	1	-9%	6%
> CCCOc1ccc(N2C(=O)C3C4C=CC(CC4)C3C2=O)cc1 (stereo not given)
→ 3%	-4%	-8%	-6	?	-5%	-29	-2%	2	10%	-3%
> CCn1nc(NS(=O)(=O)c2ccc(NC(C)=O)cc2)c2cc3cccc(C)c3nc21
→ 0%	5%	2%	3	-6%	6%	-15	0%	nt	4%	-1%
> COCCCN1CN(Cc2ccco2)CNC1=S
→ -5%	-25%	2%	10	-3%	2%	39[activator]	-5%	3	2%	0%
> CN1C(=O)c2ccc(NC(=O)c3cccc4ccccc34)cc2C1=O
→ -3%	-19%	10%	-3	-7%	-3%	17	3%	2	2%	1%
> c1ccc(-c2nn3c(Cn4cnc5ccccc54)nnc3s2)cc1
→ -1%	0.071µM*	12%[0.365 µM]	1	4%	-15%	5	-3%	0	nt	2%
> COc1ccc(-n2cnc3cc(NCc4cccs4)ccc32)cc1
→ 29%	14µM*	7%	-34	15µM*	0%	26	?	-1	-4%	8%
> CC(CCc1ccco1)NC(=O)Nc1cccc(F)c1 (stereo not given)
→ 18%	31%	22%	-1	-14%	-5%	-8	15%	-2	nt	5%
> NC1=NC(c2ccc(Br)cc2)n2c(nc3ccccc32)N1 (stereo not given)
→ -5%	-13%	-20%	5&2	2%	-25%	-8&-18	1%	-2	5%&6%	2%
> Cc1ccc(CN2CCSc3ccc(C(=O)NCc4ccccn4)cc32)cc1
→ -2%	?	16%	-1	-11%	-11%	-1	-1%	-2	17%	-2%
> CNc1oc(-c2cccs2)nc1S(=O)(=O)c1ccccc1
→ 1%	12%	-9%	17	4%	0%	16	1%	0	-2%	-7%
> O=C(Nc1ccc(NC(=O)c2ccccn2)cc1)C(=O)Nc1ccc2c(c1)OCCO2
→ 15%	?	-8%	0	0%	7%	11	11%	4	-3%	10%
> CCOC(=O)C1CCN(C(=O)c2cccs2)CC1
→ 2%	5%	-6%	5	0%	1%	-27	-1%	4	7%	4%
> C#CC(=O)CCC1CCCN1C(=O)OC(C)(C)C (stereo not given)
→ nt	nt	nt	7	nt	-3%	2	nt	nt	-5%	-1%
> CCn1nc(C(=O)NNC(=O)C2CSC3(C)CCC(=O)N23)c2ccccc2c1=O (stereo not given)
→ -1%	nt	nt	-2	3%	1%	-15	-2%	nt	9%	1%
> CCC(=O)NCCc1nc2cc(NC(=O)COc3ccccc3)ccc2n1C
→ ?	37%	8%	-7	?	-22%	-21	?	-4	-2%	19%
> Cc1cccc(-c2nc3ccccc3c(=O)n2N)c1
→ -2%	6%	3%	3	-2%	1%	-17	-2%	0	-7%	-2%
> CCN(CC(=O)Nc1ccc(NC(C)=O)cc1)C(=O)Cc1ccc(S(=O)(=O)N2CCOCC2)s1
→ 2%	nt	nt	2	0%	-2%	-14	-3%	nt	11%	4%
> COc1ccc(-c2noc(CSc3nnc(Cc4ccccc4)n3-c3cccc(C)c3)n2)cc1OC
→ -2%	-1%	-4%	-21	-2%	-5%	-8	0%	1	-10%	-8%
> CCOC(=O)c1c(C)n(C)c2ccc(OC)c(NC(=O)CN3CCC(C(=O)OCC)CC3)c12
→ 0%	2%	-3%	-36	1%	-3%	5	-3%	-1	-10%	1%
> Cc1cc(NC(=O)CSc2nc3ccccc3n2CC(=O)N2CCCCC2)no1
→ -11%	?	-2%	0	2%	-7%	3	-4%	2	nt	-1%
> CCC(C)NC(=O)NC(=O)N(C1CCCCC1)S(C)(=O)=O (stereo not given)
→ 1%	-10%	3%	2	0%	1%	7	-4%	0	-1%	-2%
> Cc1ccc(S(=O)(=O)N(CC(=O)N=Nc2c(O)[nH]c3ccccc23)c2ccc(C)c(C)c2)cc1
→ 0%	?	-4%	-28	-1%	0%	-10	1%	-2	-6%	-8%
> CC(c1ccco1)N(C(=O)c1ccccc1NS(=O)(=O)c1ccc(Cl)cc1)c1ccccn1 (stereo not given)
→ 1%	19%	13%	-6	-1%	0%	4	3%	1	7%	-1%
> Cc1cc(C(=O)N2CCCC(N3CCN(c4cccc(C(F)(F)F)c4)CC3)C2)nn1C (stereo not given)
→ -1%	24%	-6%	28	4%	-2%	19	-1%	nt	-5%	-3%
> CCOc1ccc(NC2=CC(=O)CC(c3ccco3)C2)cc1 (stereo not given)
→ 16%	?	-12%	-11	-12%	3%	-2	14%	4	-15%	6%
> O=C(NCCN1CCOCC1)c1cc(-c2ccc(Cl)cc2Cl)on1
→ 5%	0%	-12%	-48	11µM*	1%	-7	27%	-1	-7%	23%
> Nc1nc(SCC(=O)c2cc(F)ccc2F)n[nH]1
→ -1%	-31%	-12%	7	-1%	-5%	6	1%	0	2%	1%
> CCC(CC)NC(=O)c1ccccc1Oc1ccccc1
→ -1%	1%	-1%	30	-16%	-2%	-10	1%	5	-5%	0%
> CCc1nc(SCC(=O)Nc2cccc3ccccc23)[nH]c(=O)c1C
→ 10%	-21%	-6%	7	4%	1%	5	-3%	1	2%	-5%
> Cc1ccc(C2=NN3C(=O)c4ccccc4C3C2)cc1 (stereo not given)
→ ?	26%	-18%	7	17µM*	4%	8	?	-2	?	?
> NC(=O)c1oc2ccccc2c1NC(=O)Cc1ccccc1
→ 0%	-18%[1.91 µM]	-6%	17	1%	-1%	22	0%	1	-5%	-7%
> COc1cc(C(=O)Nc2ccc(Br)cc2C(=O)c2cc(OC)c(OC)c(OC)c2)cc(OC)c1OC
→ 2%	-14%	-7%	-13	-1%	-10%	12	-1%	1	nt	-3%
> COc1ccc(Cl)cc1NC(=O)COC(=O)C(CC(C)C)N1C(=O)C2CC=CCC2C1=O (stereo not given)
→ -10%	-20%	?	-16	13%	0%	-1	-3%	-1	-2%	-8%
> CCn1c(SCc2ccccc2)nnc1-c1cccnc1
→ -1%	2%	2%	-27	3%	-5%	11	-4%	-1	-2%	-12%
> COc1ccc2c(Cl)c(C(=O)N/N=C/c3ccc4c(c3)OCO4)sc2c1
→ 7%	1.1µM*	0%	-27	-10%	2%	-8	0%	5	-3%	4%
> Cn1c(N)c(C(=O)COC(=O)c2cc(-c3ccccc3)nc3ccccc23)c(=O)n(Cc2ccccc2)c1=O
→ -1%	10%&-7%	6%&-6%	27	-9%	0%	?	-6%	2&0	-6%	0%
> O=C1Nc2ccccc2/C1=C\c1cccn1-c1ccc(OC(F)(F)F)cc1
→ -37%[inhibitor]	?	?	-10	-1%	-6%	1	-36%[inhibitor]	0	-2%	-8%
> Cc1ccc(N2CCN(C(=S)Nc3ccc(Cl)cc3)CC2)cc1
→ 0%	1%	1%	1	-8%	0%	-21	0%	0	14%	-2%
> COc1cccc(C(=O)Nc2cc(C(F)(F)F)ccc2Cl)c1
→ 1%	37%	1%	-3	?	1%	11	1%	-8	-3%	-1%
> Cc1cccc(NC(=O)NC2CC3CCC(C2)N3Cc2ccco2)c1 (stereo not given)
→ 1%	-19%	5%	4	2%	-3%	-13	-3%	4	4%	-5%
> Cc1cccc(NS(=O)(=O)c2cc3c4c(c2)CCN4C(=O)CC3)c1C
→ -2%	nt	nt	-1	2%	4%	-6	-2%	nt	-6%	4%
> COc1ccc2c(-c3ccccc3)cc(SCC(=O)N(C)C3CCS(=O)(=O)C3)nc2c1 (stereo not given)
→ 0%	10µM*	-12%	-10	-10%	-1%	8	-7%	2	-22%	0%
> CC(C)CNS(=O)(=O)c1ccc(CCC(=O)NCCc2ccccc2)cc1
→ 1%	34%	-1%	-33	9%	-2%	27	-8%	4	-3%	-9%
> CCOC(=O)c1c(C)[nH]c(C)c1C(=O)COC(=O)c1ccc(O)cc1
→ -1%	4%	-14%	5	-3%	3%	9	-1%	0	-14%	0%
> COc1ccccc1CNc1nc2nc(C)c(Cl)c(=O)n2[nH]1
→ 0%	17%	-3%	4	-17%	16%	-1	0%	1	0%	0%
> COc1ccccc1C1Nc2cccc3cccc(c23)N1
→ -2%	?	11%	-3	-19%	-12%	4	23%	-11	0%	-10%
> Nc1ccn(Cc2ccccc2F)n1
→ -3%	10%	1%[10 µM]	-4	?	-1%	-1	-4%	-3	5%	-19%
> NC(=O)c1ccsc1NC(=O)COC(=O)/C=C/c1ccccc1[N+](=O)[O-]
→ nt	nt	nt	-5	nt	?	27	nt	nt	6%	1%
> COc1cc(C(=O)Nc2nc(-c3ccc(F)cc3)cs2)ccc1OCC(=O)N1CCOCC1
→ -4%	?	-16%	-20	?	0%	5	-2%	-2	-16%	-9%

# High-throughput results as filed in PubChem.

# An unsorted share of the library; any-hit rate near 14%.
